Screens as filed in PubChem.
XiGFP reactiv: activators of X-chromosome reactivation in mouse fibroblasts. XiGFP mouse fibroblasts, % GFP-positive cells imaging, 3 d; cells co-treated with 5-aza-dC sensitizer; scaled so ellipticine positive control = 100%. activation, % at 7.58 µM. 360,000 tested, 0.055% active. AID 743238;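 active means mean normalized replicate activation at least 10% and every replicate at or above 10%; inconclusive means only one of the two criteria met; inactive means mean below 10% and not all replicates reach 10%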;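 further: 0% = median of on-plate neutral control wells and 100% = ellipticine 6 µM median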
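assay system = SV40-immortalized XiGFP fibroblast cells, line 68-5-11 | buffer or medium = DMEM plus 5-aza-dC sensitizer | doses = single-point pinned compound dosing | times = 3-day compound exposure, then 15 min fixation at room temperature | benchmarks = positive control ellipticine, 6 µM final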
INS-1E GSIS act: GLuc luminescence reporter in INS-1E cells, primary screen for activators of glucose-dependent secretion of insulin; INS-1E GLuc reporter insulin secretion, 2-3 h; activation, % at 16.6 µM; 370,000 tested, 0.61% active; AID 743287;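 active means lowest replicate activation of at least 40%, so every replicate reaches that level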;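 further: 0% = median of neutral control wells and 100% = median of IBMX positive control wells; some compounds called inactive have numbers as strong as hits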
DENV2 CPE rescue: protects cells from dengue virus 2 cytopathic effect | DENV2-infected cells, cytopathic effect rescue, plate reader | CPE inhibition, % at 9.99 µM | 350,000 tested, 1.7% active; in the data active means CPE inhibition above about 20%, passing the limit was not always enough; inconclusive means no clear call, values can overlap the other calls; tested in BHK-21 cells;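 further: 0% = median of neutral control wells and 100% = median of positive control wells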
F508del corr: CFTR F508del correction in bronchial cells | 350,000 tested, 0.36% active | activity (quench increase), % at 7.58 µM | CFBE cells, YFP halide quenching; stimulated with forskolin plus potentiator P3; % fluorescence drop versus neutral controls;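 active means mean added fluorescence quench of at least 8% versus neutral control, with both replicates also reaching 8%; inconclusive means only one of the mean or replicate conditions met; inactive means mean below 8% and not both replicates reaching 8%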;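 further: cells transiently co-express mutant CFTR-F508del with the halide-sensitive YFP; corrector assay measuring rescue of mutant channel to the surface after 24 h compound exposure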
RAD54 inh: blocks human RAD54 Holliday junction branch migration; 360,000 tested, 0.14% active; inhibition, % at 10.4 µM; FAM/BHQ fluorescence; Q92698;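 active means mean normalized replicate activity at least 40 and at least half of replicates scoring 40 or more; inconclusive means only one of the two criteria met; inactive means mean below 40 and under half of replicates reaching 40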;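 further: 0% = median of neutral control wells and 100% = median of positive control wells; inhibitors cause a drop in the FAM fluorescence signal; in these data hits start at about 50%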
Target sequence (Q92698 whole entry, looked up): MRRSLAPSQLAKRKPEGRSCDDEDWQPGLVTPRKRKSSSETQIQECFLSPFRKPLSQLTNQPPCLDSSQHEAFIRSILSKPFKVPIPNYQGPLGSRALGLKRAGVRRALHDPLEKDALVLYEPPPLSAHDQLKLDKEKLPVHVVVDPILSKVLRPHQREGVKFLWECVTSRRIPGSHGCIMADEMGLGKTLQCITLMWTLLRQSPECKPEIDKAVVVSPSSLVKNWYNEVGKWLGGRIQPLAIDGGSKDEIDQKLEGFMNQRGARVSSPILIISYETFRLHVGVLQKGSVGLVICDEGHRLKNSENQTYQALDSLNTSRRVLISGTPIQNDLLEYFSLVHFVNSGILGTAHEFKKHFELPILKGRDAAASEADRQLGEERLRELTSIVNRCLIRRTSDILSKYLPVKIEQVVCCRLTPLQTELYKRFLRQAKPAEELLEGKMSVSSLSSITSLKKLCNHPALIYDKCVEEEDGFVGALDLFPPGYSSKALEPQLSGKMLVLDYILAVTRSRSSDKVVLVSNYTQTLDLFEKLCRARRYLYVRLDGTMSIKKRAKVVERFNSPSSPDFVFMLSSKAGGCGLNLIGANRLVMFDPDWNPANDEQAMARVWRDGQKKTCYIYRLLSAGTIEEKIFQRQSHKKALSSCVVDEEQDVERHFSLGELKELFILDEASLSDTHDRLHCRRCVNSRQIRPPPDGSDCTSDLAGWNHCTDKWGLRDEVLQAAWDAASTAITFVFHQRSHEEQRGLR
CASP6 VEID inh: caspase-6 (human) enzyme inhibition; P55212; purified caspase-6, Z-VEID-R110 cleavage fluorescence; inhibition, % at 12.5 µM; 350,000 tested, 0.53% active; AID 686996;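 active means mean inhibition across replicates at least about 35%, with every replicate also reaching that limit, limit read from the data; inconclusive means only one of the two criteria met; inactive means neither criterion met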;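 further: 0% = median of neutral control wells and 100% = no fluorescence left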
Target sequence (P55212 24-179 limits assumed): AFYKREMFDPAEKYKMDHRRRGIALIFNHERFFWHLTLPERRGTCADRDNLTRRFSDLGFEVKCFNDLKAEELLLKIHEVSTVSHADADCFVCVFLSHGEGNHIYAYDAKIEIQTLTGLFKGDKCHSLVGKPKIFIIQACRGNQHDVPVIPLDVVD
Target sequence (P55212 194-293 limits assumed): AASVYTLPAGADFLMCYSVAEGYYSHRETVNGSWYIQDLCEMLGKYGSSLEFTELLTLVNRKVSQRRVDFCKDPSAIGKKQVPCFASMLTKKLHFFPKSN
RAD52 anneal inh: inhibitors of human RAD52 DNA annealing; inhibition, % at 18.7 µM; 360,000 tested, 0.46% active; AID 651710; recombinant RAD52 DNA annealing, FRET fluorescence; P43351;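 active means every replicate showing at least 50% inhibition; inconclusive means mean inhibition at least 50% but not in every replicate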
E-sel inducer: induces E-selectin expression in human endothelial cells; HUVEC E-selectin immunofluorescence imaging; normalized: neutral wells 0, TNF-alpha wells 100; activation, % at 7.58 µM; 260,000 tested, 0.37% active;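 active means mean E-selectin-positive cell signal at least 10% of the positive control, reached in at least 60% of replicates, without over 20% cell loss; inconclusive means no rule given, readout overlaps actives, possibly toxicity-flagged; inactive means the rest, including those meeting only one limit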;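 further: in these data hits start at about 27%; measured in HUVEC primary endothelial cells; signal is the percent of cells scored E-selectin positive by PE staining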
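System: HUVEC / Compound: single concentration / Signal: immunofluorescence imaging / Read-out: percent E-selectin-positive cells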
* = called active by the depositor; ? = inconclusive; . = not tested or not shown; & = joins results of further samples. Compounds as they come; 3.7% or so of the library scored in one or more.

SMILES | XiGFP reactiv | INS-1E GSIS act | DENV2 CPE rescue | F508del corr | RAD54 inh | CASP6 VEID inh | RAD52 anneal inh | E-sel inducer
CO[C@H]1CN(C)C(=O)c2ccc(NC(=O)C3CC3)cc2OC[C@H](C)N(C(=O)Cc2ccccn2)C[C@@H]1C | -0.3 | -2 | -7 | -1.4 | 5 | 2 | 1 | 0.3
CCn1ncc(-c2csc(N)n2)c1C | 0.0 | -9 | 17 | -0.1 | . | -7 | -1 | 2.9
CCN(CC)CC(C)CNC(=O)CN1C(=O)CSc2ccc(S(=O)(=O)N3CCOCC3)cc21 (stereo not given) | 0.1 | 1 | -1 | -1.9 | 6 | -5 | -20 | .
CCOc1ccc(NC(=O)Cc2ccc(S(=O)(=O)N3CCOCC3)s2)cc1OCC | 0.0 | -8 | 65* | -2.5 | -4 | 0 | -6 | -4.2
C[C@@H]1CN([C@@H](C)CO)C(=O)c2cc(NC(=O)Nc3cccc4ccccc34)ccc2O[C@@H](C)CCCCO[C@@H]1CN(C)C | 0.4 | 25 | . | -1.9 | . | . | . | 0.1
O=C1Nc2ccccc2O/C1=C\c1ccccc1Br | 0.0 | -8 | 0 | -3.3 | -7 | -1 | 0 | 0.2
C[C@H]1CN([C@@H](C)CO)C(=O)Cc2cc(NC(=O)Nc3ccc4c(c3)OCO4)ccc2O[C@H]1CN(C)S(=O)(=O)c1ccc(Cl)cc1 | -0.1 | -22 | -8 | 0.4 | 8 | 4 | 0 | -18
Cc1ccnc(N2C(=O)c3ccc([N+](=O)[O-])cc3C2=O)c1 | 0.2 | 3 | -1 | -1.5 | -8 | -1 | -6 | .
O=C(NC1CCCC1)N1CC(=O)N2[C@@H](CO)[C@H](c3ccc(/C=C/c4ccccc4)cc3)[C@@H]2C1 | 0.3 | -21 | 4 | 2.0 | . | 0 | -5 | -0.1
COc1ccc2c3c([nH]c2c1)[C@@H](CO)N(S(C)(=O)=O)CC31CN(C(=O)c2ccccc2)C1 | 0.0 | 12 | 23* | -2.4 | . | . | . | 0.4
CC(=O)Nc1ccc(S(=O)(=O)NCCC(=O)NNC(=O)c2ccncc2)cc1 | 0.0 | 10 | -3 | -1.2 | . | 2 | -12 | 0.9
COc1cccc(NC(=O)N2CCCC2C(=O)NCc2ccco2)c1 (stereo not given) | 0.1 | 15 | -4 | -0.3 | -4 | -4 | -13 | 0.1
O=C(NCCCN1CCCC1)Nc1ccccc1[N+](=O)[O-] | 0.0 | 3 | 0 | -1.6 | -4 | -39 | -6 | ?
c1ccc(CNc2ccc(N3CCOCC3)cc2)cc1 | 0.1 | -9 | . | 1.9 | 3 | -1 | -4 | 1.3
COc1ccc(-c2ccc3c(c2)O[C@@H](CN(C)C)[C@@H](C)CN([C@@H](C)CO)S3(=O)=O)cc1 | -0.4 | -9 | 12 | -0.2 | 0 | 0 | 10 | 0.5
COc1ccc2[nH]c3c(c2c1)CCN1C(=O)C(CC(=O)NCCN2CCOCC2)C[C@H](C(=O)N(C(C)C)C(C)C)[C@@]31C (stereo not given in full) | 0.0 | 10 | -1 | -1.5 | -7 | -7 | -2 | -0.2
CCCn1nc(C(=O)NC2CC2)c2ccccc2c1=O | -0.2 | 52* | -4 | 6.4 | -8 | 0 | -2 | .
CO[C@@H]1CN(C)C(=O)c2ccc(NC(=O)Nc3cccc(Cl)c3)cc2OC[C@H](C)NC[C@H]1C | 0.3&-0.2 | -3&-15 | -18 | -0.2 | 6 | -3 | 14 | -0.1
C/C=C/c1cccc(-c2nc(C(=O)NCc3ccc(OC)cc3)cc3c2[C@H](CCO)N([S@@](=O)C(C)(C)C)C3)c1 | 0.1 | 10 | 8 | 1.3 | 3 | -1 | -20 | 0.5
CC(C)(C)n1nnnc1C(c1ccncc1)N1CCN(C2CCCCC2)CC1 (stereo not given) | . | -4 | 0 | -2.3 | -14 | 2 | -11 | .
COC(C[C@H]1O[C@H]1[C@H](O)COCc1ccccc1)OC | 0.1 | 9 | 5 | -0.5 | 11 | 0 | -13 | -0.3
C[C@H](CO)N1C[C@H](C)[C@H](CN(C)C(=O)Nc2ccc3c(c2)OCO3)Oc2ccc(NC(=O)Nc3ccc(F)cc3)cc2CC1=O | -0.3 | 21 | -15 | 2.5 | 4 | -4 | 4 | -2.3
CC(=O)N1c2ccc(S(=O)(=O)NCC3CCC(C(=O)Nc4cccc(C)n4)CC3)cc2CC1C (stereo not given) | 0.0 | -34 | -2 | -0.6 | -15 | 4 | -7 | .
COc1ccccc1N(C)S(=O)(=O)c1ccc(C)c(C(=O)N2CCCCCC2)c1 | 0.2 | -11 | -5 | -1.3 | -13 | -5 | -16 | 0.1
CN1c2ccc(-c3ccccc3)cc2[C@@H]2[C@@H](CCN2C(=O)Cc2ccccc2)[C@H]1CO | -0.1 | 4 | 9 | -0.4 | 0 | 1 | -6 | 0.3
(list continues)
SMILES | XiGFP reactiv | INS-1E GSIS act | DENV2 CPE rescue | F508del corr | RAD54 inh | CASP6 VEID inh | RAD52 anneal inh | E-sel inducer
Cc1ccc2nc(-c3cccnc3)cc(C(=O)Nc3ccccc3[N+](=O)[O-])c2c1 | 0.1 | 9 | 5 | -5.6 | 1 | -1 | 1 | -0.5
CCNC(=S)Nc1ccc(Oc2ccccc2)cc1 | . | -19 | . | . | -5 | 0 | -2 | .
CNC[C@H]1Oc2ccc(NC(=O)Nc3cccc4ccccc34)cc2C(=O)N([C@H](C)CO)C[C@@H]1C | -1.5 | 6 | 1 | 1.5 | 6 | 0 | -4 | .
Nc1nnnn1/N=C/c1cc(Br)ccc1O | -0.2 | 7 | 1 | -34 | -9 | -2 | -33 | 0.0
O=C(COC(=O)CCN=C1NS(=O)(=O)c2ccccc21)NNC(=O)c1ccccc1 | 1.1 | 12 | -2 | 0.9 | 2 | 4 | -7 | .
CCCN1CCC(NC(=O)c2cccc(Oc3ccccc3)c2)CC1 | -0.2 | 24 | 18 | 2.1 | 0 | -41 | -14 | -0.1
O=C(Nc1ccccc1N1CCOCC1)C1=NN(c2c(F)c(F)cc(F)c2F)C(=O)CC1 | 0.0 | -12 | 7 | 1.6 | 2 | 1 | -9 | 0.3
Cn1cc(S(=O)(=O)N2CCCC2)cc1C(=O)NCc1ccccc1Cl | 0.0 | 0 | 4 | 0.5 | 10 | -1 | -16 | .
C[C@H]1CN([C@@H](C)CO)C(=O)c2ccccc2-c2ccccc2CO[C@@H]1CN(C)S(=O)(=O)c1ccc(C(F)(F)F)cc1 | 0.2 | 2 | -14 | -3.2 | -1 | 2 | 11 | -3.6
O=C1C=CC(=O)N1c1ccc(N2CCCCC2)cc1 | 0.0 | 31 | . | 0.1 | 5 | 1 | -4 | .
CO[C@@H]1CN(C)C(=O)c2cc(NC(=O)NC(C)C)ccc2OC[C@H](C)N(C(=O)C2CCC2)C[C@@H]1C | 0.4 | 0 | -1 | -3.4 | -2 | . | -3 | -0.3
COc1ccc(-c2nn(-c3ccccc3C)cc2CNCc2cccnc2)cc1F | 0.2 | -5 | 8 | -1.4 | -11 | 1 | -186 | 8.9
C[C@H]1CN([C@@H](C)CO)C(=O)c2cc(NS(=O)(=O)c3ccccc3)ccc2O[C@H]1CN(C)CC1CC1 | -0.9 | -3 | -1 | 0.2 | 0 | -1 | 3 | .
O=C(CCl)N1c2ccccc2CCc2ccccc21 | 0.2 | -7 | 0 | 1.5 | -1 | 22 | -5 | .
CCN(CC)S(=O)(=O)c1cccc(C(=O)N/N=C/c2ccccn2)c1 | -0.2 | 21 | 9 | 0.0 | . | 3 | -10 | 0.2
CCOc1ccc(NC(=S)N2CCC(C(=O)c3ccc(F)cc3)CC2)cc1 | 0.1 | 0 | 9 | -0.3 | -5 | -2 | -19 | .
CC(C)CN1C(=O)NC2(CCCc3ccccc32)C1=O (stereo not given) | 0.5 | -1 | 2 | 2.0 | 3 | 40* | -8 | -0.3
Cc1ccc(NC(=O)CCNS(=O)(=O)c2ccc3c(c2)CCC(=O)N3)cc1 | 0.1 | 3 | 17 | 0.4 | -15 | 1 | -1 | 0.1
COCC(=O)Nc1ccc2c(c1)[C@H]1C[C@@H](CC(=O)NCc3cccc(F)c3)O[C@H](CO)[C@H]1O2 | 0.1 | -3 | 0 | -2.7 | -1 | 4 | -14 | -0.3
N=C(N)SCc1cn(-c2ccccc2)nc1-c1ccc(Br)cc1 | 0.0 | 11 | 5 | -3.2 | . | -11 | 38 | .
C[C@@H]1CN([C@H](C)CO)C(=O)c2cc(NC(=O)Cc3ccccc3)ccc2O[C@@H]1CN(C)S(C)(=O)=O | 0.1 | 9 | 3 | 8.0* | -3 | 0 | -3 | 0.1
Cc1ccc(C(C)C)c(OCC(=O)Nc2ccc(N3CCOCC3)cc2N2CCOCC2)c1 | -0.1 | 6 | 0 | -9.5 | . | -2 | -6 | .
COC(c1ccccc1)c1nnc(CCC(=O)N(C)CCCC2CCCC2)o1 (stereo not given) | 0.2 | -22 | 1 | -3.7 | . | -2 | 5 | -0.6
CCOc1cc2nc3c4ccccc4n(C)c3nc2cc1OCC | 0.1 | 9 | 8 | 1.7 | . | 5 | -11 | .
Cc1cc(C(=O)N2CCCC(N3CCN(c4ccc(F)cc4)CC3)C2)no1 (stereo not given) | -0.1 | . | 6 | -1.3 | -2 | 2 | -22 | -0.2
Later entries
SMILES | XiGFP reactiv | INS-1E GSIS act | DENV2 CPE rescue | F508del corr | RAD54 inh | CASP6 VEID inh | RAD52 anneal inh | E-sel inducer
CCN1C(=O)[C@H]2[C@@H](c3ccc(OC)cc3)N3C(=O)CN(Cc4ccccc4)C(=O)[C@@]3(C)[C@H]2C1=O | 0.0 | -6 | -3 | -1.3 | -7 | -2 | -18 | 0.0
CN(C)CC1CCCCC1OC(=O)/C=C/c1ccccc1 (stereo not given) | 0.5 | 33 | 7 | -2.5 | . | -4 | -9 | 1.0
CO[C@@H]1CN(C)C(=O)c2ccc(NC(=O)c3nc4ccccc4s3)cc2OC[C@H](C)NC[C@@H]1C | -0.1 | -5 | 3 | -2.2 | 16 | 0 | 14 | 0.0
CC(C)(C)N(Cc1ccccc1)C(=O)COC(=O)c1ccc([N+](=O)[O-])o1 | -0.1 | . | ? | 0.7 | 4 | 45* | -16 | -0.6
COc1ccc(NC(=S)N/N=C/c2ccc(F)c(F)c2)cc1 | -0.3 | 3 | 1 | 1.1 | . | -1 | -13 | .
CCC(CC)CC1CN2CCc3cc(OC)c(OC)cc3C2CC1(O)CC (stereo not given) | -0.1 | -19 | -5 | -1.5 | -9 | -4 | -19 | 0.1
CC(NC(=O)c1ccc(CS(C)(=O)=O)cc1)C1CC2CCC1C2 (stereo not given) | 0.0 | -11 | -3 | 2.1 | 2 | 0 | 2 | .
COc1ccccc1NC(=O)COc1ccc(/C=N/n2cnnc2)cc1OC | . | 22 | . | . | -3 | 0 | -13 | .
CC(=O)N1c2ccc(S(=O)(=O)NCCC(=O)N3CCCC(C)C3)cc2CC1C (stereo not given) | 0.0 | -5 | 35* | -3.0 | 2 | 3 | -3 | .
O=C(c1ccncc1)N1CCN(S(=O)(=O)c2cccc([N+](=O)[O-])c2)CC1 | -0.3 | 0 | -2 | -3.5 | . | -1 | -4 | 0.1
